# hcGAS lum: Primary biochemical luminescence assay for human cyclic GMP-AMP synthase inhibitors; Q8N884; 290,000 compounds, 0.081% hits; recombinant h-cGAS, ATP depletion, Kinase-Glo luminescence; inhibition, % at 12.5 µM;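 further: 0% = vehicle reaction and 100% = reaction without DNA for no activity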
# Target sequence (Q8N884 whole entry, looked up): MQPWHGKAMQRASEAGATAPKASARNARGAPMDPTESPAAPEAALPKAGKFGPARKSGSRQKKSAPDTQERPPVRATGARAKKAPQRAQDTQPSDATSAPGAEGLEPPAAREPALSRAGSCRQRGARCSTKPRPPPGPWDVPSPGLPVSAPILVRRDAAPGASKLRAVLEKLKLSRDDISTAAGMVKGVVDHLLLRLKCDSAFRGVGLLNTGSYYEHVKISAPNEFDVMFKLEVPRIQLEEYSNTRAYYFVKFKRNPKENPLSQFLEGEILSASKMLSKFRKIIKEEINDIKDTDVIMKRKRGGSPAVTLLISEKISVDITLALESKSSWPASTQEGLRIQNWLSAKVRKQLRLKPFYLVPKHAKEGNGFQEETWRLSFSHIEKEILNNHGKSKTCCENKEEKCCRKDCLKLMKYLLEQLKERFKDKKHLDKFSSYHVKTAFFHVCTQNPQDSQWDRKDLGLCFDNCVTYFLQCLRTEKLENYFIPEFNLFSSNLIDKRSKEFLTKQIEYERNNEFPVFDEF
# NPYLR7 ag: agonists of mosquito NPYLR7 receptor, primary screen, cell-based, Aedes aegypti, calcium fluorescence, mosquito biting behavior; 270,000 compounds, 0.15% hits; HEK293T NPYLR7/Galpha15, GCaMP6s calcium fluorescence; activation, % at 10 µM; Aedes aegypti neuropeptide Y-like receptor 7 (NPYLR7); in the data active means activation above about 40%;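 further: 0% = vehicle and 100% = reference agonist at the receptor; some compounds past the cut are filed as inactive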
# mcGAS inh: cyclic GMP-AMP synthase inhibitors, mouse, primary biochemical chemiluminescence; recombinant cGAS, Kinase-Glo ATP depletion luminescence; inhibition, % at 12.5 µM; 160,000 compounds, 0.15% hits; AID 1259399, 2018;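 further: 0% = negative control wells and 100% = reference inhibitor with no enzyme activity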
# * hit, by the source's call; / = no result given; & = joins results of further samples. Unless noted, no stated cut-off is given here; in the data, active means inhibition above about 40%; inactive means the rest.
# The line under a structure holds: hcGAS lum | NPYLR7 ag | mcGAS inh
> CCNC(=O)c1coc(CN(Cc2cccc(OC)c2)C(C)c2ccccc2)n1 (configuration not stated)
→ 1.9 | 7.3 | -6.1
> CC1N(C)c2ccc(C=C(C#N)C#N)cc2C1(C)C (configuration not stated)
→ -5.0&-3.3 | 13.8&21.8 | /
> Cn1c(=O)[nH]c(=O)c2c1nc(N1CCOCC1)n2CCSc1ncccn1
→ -1.6 | 6.6 | /
> Oc1ccc(-c2cnn3cccnc23)cc1
→ -1.6 | -0.7 | 0.8
> CCOC(=O)C1CCN(Cc2nc3sc4c(c3c(=O)[nH]2)CCCC4)CC1
→ -12.1 | 7.5 | -6.0
> Cc1ccc(N=C2SC(C(=O)NCCc3ccccc3)CC(=O)N2C)cc1Cl (configuration not stated)
→ 3.9 | 1.6 | /
> COc1cccc(CN(Cc2ccccc2)Cc2nc(C(=O)NCCc3ccccn3)co2)c1OC
→ -2.8 | 13.3 | -4.4
> O=C(O)c1ccc(-n2nncc2C23CC4CC(CC(C4)C2)C3)cc1
→ -0.5 | 3.5 | -4.3
> CCCCOc1ccc(C(=O)Nc2ccc(N3CCN(c4ccccc4OC)CC3)c(C(=O)NCCN(CC)CC)c2)cc1
→ -7.9 | 18.2 | -7.1
> CCOC(=O)C1CC1CN1CCN(CCCOC(c2ccc(Cl)cc2)c2ccc(Cl)cc2)CC1 (configuration not stated)
→ -5.6 | 1.5 | -6.3

# New compounds follow:
# The line under a structure holds: hcGAS lum | NPYLR7 ag | mcGAS inh
> COc1cccc(C=CC(=O)c2cccc(N3CCOCC3)c2)c1OC(F)F
→ -6.6 | 3.7 | /
> CC(=O)N[C@H]1CCN(CC(=O)Nc2ccc(Cl)c(C)c2)C1
→ 1.8 | -0.1 | -1.6
> CCCCc1noc(CSc2n[nH]c(C(C)C)n2)n1
→ -9.3 | -4.4 | /
> COc1ccc(-c2cc3c(=O)n(CC(=O)NCCCc4ccccc4)ccn3n2)cc1
→ -4.4 | 24.6 | -7.5
> C=CCSC(C)C(=O)Nc1ccc(NC(=O)C(C)(C)C)c(Cl)c1 (configuration not stated)
→ -1.5 | -1.6 | -8.6
> CCCC(=O)N1CCN(Cc2ccc(Br)cn2)CC1
→ -6.7 | 2.5 | /
> CC1CN(C(N)=S)N(c2ccccc2)C1 (configuration not stated)
→ -17.6 | 0.6 | -8.7
> Nc1c(C(=O)CSc2nnc(C3CC3)n2C2CC2)c(=O)[nH]c(=O)n1C1CC1
→ 8.7 | -1.8 | /
> CC(=O)N[C@H]1C[C@@H](c2cccc(OCc3ccccn3)c2)O[C@@H](C(C)C)C1
→ -2.3 | 12.6 | /
> O=C(CCn1nnc2ccccc21)N1CCCC1c1ccccn1 (configuration not stated)
→ -7.8 | 4.7 | /

# Additional structures:
# The line under a structure holds: hcGAS lum | NPYLR7 ag | mcGAS inh
> c1cc(-c2ccc(CN3CCCC4(CCNC4)C3)s2)[nH]n1 (configuration not stated)
→ -4.2 | 1.2 | -11.4
> COc1ccccc1CC(C)CC(=O)Nc1nnc(C)s1 (configuration not stated)
→ -10.1 | -0.8 | -17.1
> COc1ccc2c(=O)cc(-c3cc(Br)cc4c3OCOC4)oc2c1
→ -5.9 | 1.4 | /
> O=C(Nc1ccc(N2CCC(Cc3ccccc3)CC2)c(C(=O)NCC2CCCO2)c1)c1ccc(Cl)c([N+](=O)[O-])c1 (configuration not stated)
→ -9.0 | / | -5.0
> O=S(=O)(Nc1c(F)cccc1F)c1cccc(Br)c1
→ -2.5 | -6.5 | /
> COc1ccc(-c2nc(C(F)(F)F)c(OC)o2)cc1OC
→ -1.8 | 3.3 | /
> Cc1ccc(C)c2c(C)c(C(=O)N3CCOC(Cc4ccccc4)C3)[nH]c12 (configuration not stated)
→ -5.1 | / | -15.5
> CCNc1nc(NCC)nc(N/N=C2\CC3C=CCC23)n1 (configuration not stated)
→ -1.7 | -0.2 | /
> CCc1ccc(C(=O)N2CCN(C(=O)Nc3ccccc3F)CC2)cc1
→ -19.7 | -1.5 | -9.2
> O=C(Cc1ccccc1Br)Nc1cc(-c2onc3c2CCCC3)cc(C(F)(F)F)c1
→ -6.1 | 25.6 | -4.7

# Carrying on.
# The line under a structure holds: hcGAS lum | NPYLR7 ag | mcGAS inh
> CC1(C)CNC2(S1)C(=O)N(Cc1ccccc1Cl)c1ccccc12 (configuration not stated)
→ 0.1 | 28.2 | /
> COC(=O)c1scc(-c2ccc(C)cc2)c1S(=O)(=O)N1CCC(C)CC1
→ 1.9 | 1.8 | 1.1
> COCCn1c(C)cc(O)c(C(c2ccccn2)N2CCCCC2)c1=O (configuration not stated)
→ -11.7 | 6.5 | /
> O=C1CCN(CC(O)Cc2ccccc2)c2ccccc2CN1Cc1ccco1 (configuration not stated)
→ -7.6 | -1.0 | -7.5
> COc1ccc(-c2ccc(OCCNC(=O)C3CC3)nn2)cc1
→ -9.2 | -4.8 | -6.5
> COC(=O)c1ccc(CC2(C)C(=O)Nc3ccc(-c4cccc(C(C)=O)c4)cc32)o1 (configuration not stated)
→ -2.2 | 0.0 | -3.8
> COc1ccc(C(=O)N2CCOC2CNC(=O)C(=O)NCc2ccccc2Cl)cc1 (configuration not stated)
→ 3.3 | -3.4 | /
> Cc1oc(-n2cccc2)c(C#N)c1C(=O)OCc1cc(=O)n2c(C)csc2n1
→ 0.2 | -4.4 | /
> N=C(N)SCCc1ccc(CCSC(=N)N)cc1
→ 14.7 | 2.4 | -3.3
> CCOC(=O)c1nn(-c2ccccc2)c(=O)cc1NC(=O)c1ccc(C)cc1
→ -2.1 | / | -4.8

# Additional entries.
compound,hcGAS lum,NPYLR7 ag,mcGAS inh
Fc1cccc(C2c3cccn3CCCN2Cc2ccccc2C(F)(F)F)c1 (configuration not stated),-7.9,0.9,-6.0
O=C(OCc1nnc(-c2cc3c(s2)CCCC3)o1)C1CSC2(c3ccc(F)cc3)CCC(=O)N12 (configuration not stated),0.0,32.0,/
CCOC(=O)C1=C(CC)NC2=C(C(=O)CCC2)C1c1ccncc1 (configuration not stated),-0.6,9.4,/
CC(=O)OC(C)(C)C(=O)N1CCN(C(c2ccccc2)c2ccc(Br)cc2)CC1 (configuration not stated),-7.0,18.8,-4.6
CCNc1ccnc(N2CCN(Cc3cnc(N4CCCC4)nc3)CC2)n1,0.2,-7.3,-6.0
Cc1nnc(-c2cccc(C(=O)N(C)CC(C)c3ccccc3)c2)o1 (configuration not stated),6.0,-1.8,/
COc1ccc(C2NC(=O)N(C)C3=C2C(=O)N(CC2CCCO2)C3)cc1 (configuration not stated),-7.8,-2.8,-5.6
O=C(CCNc1nc(-c2cccc(Br)c2)nc2ccccc12)NC1CC1,-3.8,4.4,-1.5
O=C(Nc1ccc(N2CCC(NCc3cccc(Cl)c3)CC2)cc1)C1CCCC1,-4.2,23.0,-10.8
Cc1ccc(C(CN2CCOCC2)NS(=O)(=O)c2ccc(Cl)cc2F)cc1 (configuration not stated),-7.5,0.9,/

# Profiles, quoted from the list.
# `CCOC(=O)C1=C(CC)NC2=C(C(=O)CCC2)C1c1ccncc1` (configuration not stated) is listed as hcGAS lum = -0.6; NPYLR7 ag = 9.4; mcGAS inh = /
# `Fc1cccc(C2c3cccn3CCCN2Cc2ccccc2C(F)(F)F)c1` (configuration not stated) is listed as hcGAS lum = -7.9; NPYLR7 ag = 0.9; mcGAS inh = -6.0

# New compounds follow:
compound,hcGAS lum,NPYLR7 ag,mcGAS inh
COCC1(C)NC(=O)N(CCn2cc(C#N)cn2)C1=O (configuration not stated),-2.1,0.0,/
COc1ccc(-c2nnn3c2nc(NCc2ccccc2)c2ccccc23)cc1,0.0,-7.2,-0.2
O=C(CCC1CCN(Cc2cccn2-c2ncccn2)CC1)Nc1ccccc1Cl,-2.7,4.4,/
CCOC(=O)CC1C(=O)NCCN1C(=O)CCNC(=O)c1ccc(NC2OC(C3COC(C)(C)O3)[C@@H]3OC(C)(C)O[C@H]23)cc1 (some centres not stated),-7.1,-6.8,-4.9
COc1cccc(-n2nnc3c(=O)n(Cc4ccc(C(F)(F)F)cc4)cnc32)c1,-2.9,6.9,/
Cc1[nH]c2ccc(CNC(=O)CN3C(=O)N(C)Cc4ccccc43)cc2c1C,-8.3,-7.8,/
Cc1ncccc1C(=O)N(CCC#N)CC(C)(C)C,-13.0,-1.7,-14.4
CCC(C(=O)NC1CCN(c2ccccc2C(=O)NCCc2ccc(OC)c(OC)c2)CC1)c1ccccc1 (configuration not stated),-0.3,-3.0,-4.2
O=C(CN1CCCC1)N1CCCC(c2ccc(F)cc2)c2ccc(F)cc21 (configuration not stated),1.3,-0.3,/
CCc1cccc(C)c1NC(=O)C(C)n1cccn1 (configuration not stated),-19.9,1.2,/

# Five records picked at random from the list so far, as already listed:
compound,hcGAS lum,NPYLR7 ag,mcGAS inh
COCC1(C)NC(=O)N(CCn2cc(C#N)cn2)C1=O (configuration not stated),-2.1,0.0,/
O=C(CN1CCCC1)N1CCCC(c2ccc(F)cc2)c2ccc(F)cc21 (configuration not stated),1.3,-0.3,/
O=C(CCC1CCN(Cc2cccn2-c2ncccn2)CC1)Nc1ccccc1Cl,-2.7,4.4,/
Cc1ncccc1C(=O)N(CCC#N)CC(C)(C)C,-13.0,-1.7,-14.4
CCc1cccc(C)c1NC(=O)C(C)n1cccn1 (configuration not stated),-19.9,1.2,/

# Further compounds.
compound,hcGAS lum,NPYLR7 ag,mcGAS inh
CCS(=O)(=O)N1CCN(c2ccc(Nc3ccccn3)nn2)CC1,-2.4,13.8,/
COCc1c(Br)c(C)nc(OCC(=O)N/N=C\c2ccc(Oc3ccc([N+](=O)[O-])cc3[N+](=O)[O-])c(OC)c2)c1C#N,-4.8,3.6,-4.8
CCc1nc(CC)n(Cc2cc(C)c(C(=O)OC)o2)n1,-11.6,4.9,/
Cn1ncc2c(N3CCN4C(=O)CNC(=O)C4C3)nc(C(C)(C)C)nc21 (configuration not stated),-2.8,-1.1,-16.8
O=C(CCNC(=O)c1ccccc1F)NCCN1CCOCC1,-4.1,19.5,/
O=C(CSc1nc2ncccc2c(=O)n1-c1ccccc1)NC1CC1,-7.9,7.8,/
CCC(NC(=O)CCc1nnc(Cc2cc(OC)ccc2OC)o1)c1ccncc1 (configuration not stated),3.7&-5.0,3.9&-1.0,/
CCOc1nn(CC)cc1C(=O)Nc1cccc(NC(C)=O)c1,0.9,-13.5,-1.0
O=C1NCCC12CCN(Cc1ccc(-c3csnn3)cc1)CC2,-4.4,7.5,/
CCN(Cc1cccc(F)c1)C(=O)NC(C)c1cccs1 (configuration not stated),-15.3,0.1,/

# Continued.
compound,hcGAS lum,NPYLR7 ag,mcGAS inh
CCCc1ccc(CN2CCC(Cc3n[nH]c(=O)n3CC)CC2)o1,-6.6,0.6,/
CCOC(=O)c1ccc(NC(=O)N(CC(=O)N(Cc2ccc(F)cc2)Cc2cccs2)C2CCCCC2)cc1,-1.4,0.3,-3.7
O=C(CCCn1nc(-c2ccc(F)cc2)ccc1=O)Nc1ccc(C(F)(F)F)cc1,-7.5,4.0,-10.9
c1ccc(CNc2nc3ccccc3n3cnnc23)nc1,-5.7,3.9,-3.8
COc1cccc(CN(C)C(=O)CSc2nnc3n(CCC(C)C)c(=O)c4ccccc4n23)c1,-3.2,5.6,-6.2
COc1ccc(C2CC(c3ccccc3Cl)=NN2C(=O)CN2CCOCC2)cc1 (configuration not stated),-3.8,0.6,-4.2
O=C(c1ccc(-c2cn(-c3ccccc3)cn2)cc1)N1CCC2(CCCO2)CC1,-6.7,6.3,-13.6
CCn1c(SCC(=O)Nc2cccc(F)c2)nnc1N1CCOCC1,-18.1,20.0,-6.7
COc1ccccc1-c1nn2c(Cn3cnc4ccccc43)nnc2s1,0.5,19.8,/
Cc1ccc(-n2ncc(Oc3ccc4c(c3)OCO4)c(Nc3cccc(C(=O)N4CCCCC4)c3)c2=O)cc1,-5.1,8.9,-3.8

# Following part:
compound,hcGAS lum,NPYLR7 ag,mcGAS inh
COc1cc(C)ccc1S(=O)(=O)NCc1ccco1,-4.8,-6.3,-5.3
CCCCOCCOCC(=O)N1CCN(Cc2ccc(-c3noc(C4CCCC4)n3)cc2)CC1,-4.6,-5.2,-4.6
CCOC(=O)c1nn(-c2cccc(C)c2)c(=O)c2c(N)scc12,-6.7,-3.7,/
Cc1ncc(C(=O)NC(C)(C)c2ccc(Br)cc2)s1,-6.8,6.0,/
CCCC1CCCN(C(=O)Nc2cccnc2OC)CC1 (configuration not stated),-15.1,9.5,/
CC1CN(C)CCN1C(=O)c1occc1COc1cccc(C#N)c1 (configuration not stated),-7.1,7.3,/
Cc1cc(N2C(=O)c3oc4ccc(F)cc4c(=O)c3C2c2ccccc2)no1 (configuration not stated),-1.9,2.5,/
O=C(c1ccccc1OC(F)(F)F)N1CCC(c2cn(Cc3cccc(F)c3)c3ccccc23)CC1,2.7,-0.8,-1.5
COc1ccc(C)cc1S(=O)(=O)C1CS(=O)(=O)CC1N1CCCC1 (configuration not stated),-6.0,13.1,/
CCC(CC)C(=O)N(Cc1cc(NC(=O)c2ccco2)ccc1N(C)C)CC1CCCO1 (configuration not stated),1.4,10.1,-2.3

# Next part.
compound,hcGAS lum,NPYLR7 ag,mcGAS inh
CCN(CC)c1ncnc2c1sc1nc(C)c3c(c12)CC(C)(C)OC3,-5.6,7.5,/
Cc1ccc(-n2cc(CN(C)Cc3cn(C)nc3C)c(-c3ccc(F)cc3)n2)cc1,-3.3,-20.9,2.1
COC(=O)c1ccc(NC(=O)c2cccn(OCc3ccccc3)c2=O)cc1,-5.2,2.9,-4.9
CN=c1scc(-c2ccccc2)n1N=Cc1ccc(Br)cc1,-3.3,5.8,-4.0
CC(C)Oc1ccc(S(=O)(=O)N2CCOCC2)cc1NC(=O)C=Cc1nc2ccccc2o1,-5.1,2.0,/
CC1=NOC(Cc2ccccc2)C(=O)N1Cc1csc(C)n1 (configuration not stated),-1.0,12.2,/
